Source: PubChem
Pf gametocyte: late stage P. falciparum gametocyte viability inhibitors, primary screen, ATP luminescence, HTS; P. falciparum stage V gametocytes, 24 h; inhibition, % at 10.9 µM; 150,000 tested, 0.065% active;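 active = inhibition above the mean plus 3 SD of compounds within the control limits, set per campaign, cut at about 38% in these data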;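 note: 0% = DMSO wells and 100% = medium only without gametocytes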
Rac1 mut GTP: GTP binding modulators of activated mutant Rac1, primary screen, biochemical, bead-based flow cytometry, multiplex, fluorescent GTP. Ras-related C3 botulinum toxin substrate 1 (Homo sapiens), P63000. GST-Rac1 activated beads; actives lie on both sides; 100% means binding = to untreated wells. percent activity (GTP binding), % at 10 µM. 190,000 tested, 0.11% active. AID 764, 2007;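 active = GTP binding at least 20 percentage points away from the 100% baseline, in either direction, so actives lie on both sides; inconclusive = Compound likely fluorescent itself, or too few beads counted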
Rab2 wt GTP: modulators of GTP binding to Rab2A wildtype, primary screen, biochemical, dog, bead-based flow cytometry, multiplex | GTP binding activity, % at 10 µM | 190,000 tested, 0.19% active | GST-Rab2 wt beads, Bodipy-GTP binding;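 active = GTP binding activity at least 20 points away from 100%, either lowered or raised; inconclusive = signal likely due to the compound's own green fluorescence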;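 note: 0% = beads with excess unlabeled GTP and 100% = no-compound control corrected for plate trend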
Mcl1 Noxa PPI: Mcl-1/Noxa binding inhibitors, primary screen, biochemical, TR-FRET, 1536-well; AID 1022, 2008; TR-FRET Mcl-1/Noxa peptide binding, 2 h; inhibition, % at 21.7 µM; 220,000 tested, 1.5% active;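 active = compounds that cut the protein-peptide binding signal by more than 50% relative to plate controls in a single-dose test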;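 note: His-tagged Mcl-1 with rhodamine Noxa BH3 peptide and terbium anti-His antibody; 0% = Mcl-1 plus Noxa peptide wells and 100% = peptide-only wells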
HRas wt GTP: modulators of GTP binding to HRas wildtype, primary screen, biochemical, bead-based flow cytometry, multiplex; GTPase HRas (Homo sapiens), P01112; GST-Ras wt beads, Bodipy-FL-GTP binding; actives lie on both sides; GTP binding activity, % at 10 µM; 190,000 tested, 0.14% active;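 active = GTP binding activity at least 20% away from the 100% baseline, either lowered as inhibitor or raised as activator; inconclusive = flagged as likely green fluorescent, judged across all proteins in the well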;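 note: 0% = unlabeled GTP competition control and 100% = no-compound control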
Target sequence (P01112 whole entry, looked up): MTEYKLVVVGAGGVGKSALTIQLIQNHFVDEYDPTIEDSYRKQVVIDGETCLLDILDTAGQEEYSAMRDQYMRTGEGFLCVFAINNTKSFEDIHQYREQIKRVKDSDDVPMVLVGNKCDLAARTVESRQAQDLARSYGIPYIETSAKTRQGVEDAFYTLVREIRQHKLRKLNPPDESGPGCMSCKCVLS
Rab7 wt GTP bind: modulators of GTP binding to Rab7, primary screen, biochemical, wildtype, multiplex bead flow cytometry. GST-Rab7 beads, fluorescent GTP binding; actives lie on both sides; untreated = 100%, excess cold GTP = 0%. Rab7 GTPase wild type (dog), Bodipy-FL-GTP binding. GTP binding activity (percent of control), % at 10 µM. 190,000 tested, 0.055% active;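 active = fluorescent GTP binding to Rab7 beads changed by at least 20 points from the 100% baseline, either direction, mostly lower; inconclusive = compound itself probably fluorescent, or too few beads counted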;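 note: median green fluorescence of bound Bodipy-FL-GTP per Rab7 bead population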
Cdc42 wt: modulators of GTP binding to wildtype Cdc42, primary screen, biochemical, multiplex bead flow cytometry, Bodipy-GTP. AID 761, 2007. percent activity (GTP binding), % at 10 µM. GST-Cdc42 beads; actives lie on both sides. 190,000 tested, 0.2% active;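 active = percent activity GTP binding at least 20 points away from the 100% baseline, either down as inhibitor or up as activator; inconclusive = compound flagged as likely green fluorescent from well-wide comparison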;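 note: median bead fluorescence of bound Bodipy-FL-GTP at 100 nM; 0% = excess unlabeled GTP control and 100% = no compound control; below 100% means less GTP binding so inhibitor and above means activator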
Target sequence (P60953 whole entry, looked up): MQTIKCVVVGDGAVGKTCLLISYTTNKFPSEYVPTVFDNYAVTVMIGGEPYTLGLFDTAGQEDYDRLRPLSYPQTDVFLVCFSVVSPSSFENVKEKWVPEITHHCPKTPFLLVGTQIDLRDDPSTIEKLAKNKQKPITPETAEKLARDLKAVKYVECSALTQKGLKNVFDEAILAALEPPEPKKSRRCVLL
Avidin bead fluor: green autofluorescence of compounds with avidin beads – biophysical, 488/530 nm, flow cytometry, artefact control, profiling panel. fluorescence (KMESF) at 10 µM. compound fluorescence 488/530 nm; stronger effect = higher value. 220,000 tested, 0.38% active. AID 1775, 2009; in the data active = fluorescence above about 47; note: inactives centre near 10
ABCG2 block: ABCG2 efflux pump inhibitors, primary screen, multiplex with ABCB1, IgMXP3 cells, flow cytometry; Broad substrate specificity ATP-binding cassette transporter ABCG2 (Homo sapiens), Q9UNQ0; JC-1 efflux; inhibition, % at 6.6 µM; 190,000 tested, 0.1% active; AID 1325, 2008;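 active = inhibition above 80%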;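 note: 0% = DMSO and 100% = nicardipine control wells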
Target sequence (Q9UNQ0 whole entry, looked up): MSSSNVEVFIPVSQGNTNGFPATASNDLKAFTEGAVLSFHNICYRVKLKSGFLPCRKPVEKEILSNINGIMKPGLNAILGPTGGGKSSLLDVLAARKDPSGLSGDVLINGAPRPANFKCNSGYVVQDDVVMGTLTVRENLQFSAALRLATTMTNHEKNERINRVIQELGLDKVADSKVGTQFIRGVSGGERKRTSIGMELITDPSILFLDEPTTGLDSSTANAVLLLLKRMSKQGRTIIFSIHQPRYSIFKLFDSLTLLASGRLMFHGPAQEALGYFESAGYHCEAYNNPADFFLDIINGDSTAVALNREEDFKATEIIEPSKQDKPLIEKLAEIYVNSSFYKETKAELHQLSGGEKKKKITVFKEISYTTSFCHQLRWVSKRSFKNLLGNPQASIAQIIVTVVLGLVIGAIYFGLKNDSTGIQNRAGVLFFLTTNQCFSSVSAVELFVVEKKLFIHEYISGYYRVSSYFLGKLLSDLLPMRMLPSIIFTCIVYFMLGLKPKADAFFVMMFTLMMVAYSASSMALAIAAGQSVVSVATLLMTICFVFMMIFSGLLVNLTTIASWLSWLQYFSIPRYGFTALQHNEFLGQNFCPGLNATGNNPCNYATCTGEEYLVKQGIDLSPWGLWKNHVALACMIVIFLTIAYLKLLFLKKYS
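material = IgMXP3 (ABCG2) plus far-red-tagged CCRF-Adr (ABCB1) cells | amount = 3 million cells/mL, equal mix of both lines | also added = JC-1 transporter substrate | dosing = one concentration, 6.6 µM final | schedule = 10 min at 25 °C | measured by = flow cytometric JC-1 green MFI at 530 nm | read-out basis = percent efflux inhibition, scaled nicardipine 100% to DMSO 0%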
ABCB1 block: ABCB1 efflux pump inhibitors, primary screen, cell-based, multiplex, flow cytometry, ABCG2 counter-screen. CCRF-Adr cells, JC-1 efflux. inhibition, % at 6.6 µM. 190,000 tested, 0.067% active; in the data active = inhibition above about 40%;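 note: 0% = vehicle and 100% = reference inhibitor; higher value means more JC-1 retained so stronger ABCB1 efflux block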
Rac1 wt GTP bind: wildtype Rac1 GTP binding modulators, primary screen, biochemical, GST-Rac1 beads, flow cytometry, multiplex. fluorescent GTP binding; actives lie on both sides; 0 = cold GTP competed, 100 = untreated. GTP binding activity (% of control), % at 10 µM. 190,000 tested, 0.27% active;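 active = GTP binding activity at least 20 points away from the 100% control level, either lower or higher; inconclusive = compound flagged as likely green fluorescent, judged across all proteins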
* marks the source's active call; other numbers are inactive results; ? = inconclusive; . = not tested or not shown; & = joins results of further samples.

SMILES	Pf gametocyte	Rac1 mut GTP	Rab2 wt GTP	Mcl1 Noxa PPI	HRas wt GTP	Rab7 wt GTP bind	Cdc42 wt	Avidin bead fluor	ABCG2 block	ABCB1 block	Rac1 wt GTP bind
Cc1ccnc(NC(=O)CS(=O)(=O)Cc2ccccc2)c1	.	99	98	0	101	97	102	4	5	1.2	102
COc1cc(OC)cc(C(=O)NCc2ccc3[nH]c(C)cc3c2)c1	23	96	99	6	101	103	96	22	-1	-0.1	96
CC(/C=C\c1cccnc1)=C/C(=O)O	12	98&93	99&91	15&1	101&94	103&93	103&97	37&7	0&1	0.1&0.0	103&92
C=CCn1c(SCC(=O)c2cccs2)nnc1-c1cccc(OC)c1	.	99	99	13	100	98	101	26	6	0.3	103
O=C(Nc1ccc(C(=O)O)cc1)/C(=C\c1ccc2c(c1)OCO2)NC(=O)c1ccc(Br)cc1	.	92	95	4	95	99	91	20	-2	-0.7	98
COc1cc(/C=N/N=C2/NC(=O)C(Cc3ccc(F)cc3)S2)ccc1O (stereo not given)	-12	92	91	29	96	102	93	7	0	-0.1	92
CCNC(=S)N/N=C/c1cc(C)ccc1C	9	98	97	-3	100	99	103	8	1	0.1	101
Cc1ccc(S(=O)(=O)c2c(N)n(Cc3ccco3)c3nc4ccccc4nc23)cc1C	-8	99	94	12	98	95	97	10	2	1.0	99
Cc1ccc(S(=O)(=O)c2nc(C)oc2NCc2ccccc2)cc1	.	94	93	16	94	95	94	9	0	0.2	94
O=C(N/C(=C\c1ccccc1)C(=O)N1CCCCCC1)c1ccccc1	-1	?	?	20	?	?	?	12	4	1.0	?
COc1ccc(/C=C2/N=C3CCCCCN3C2=O)cc1OC	-3	98	101	-11	102	101	103	5	14	0.8	105
O=C(O)CCS(=O)(=O)c1cccc2cccnc12	.	97	101	-5	102	105	102	11	1	0.0	107
O=C(NCc1n[nH]c(=S)n1-c1cccc(C(F)(F)F)c1)c1ccc(S(=O)(=O)N2CCCC2)cc1	3	96	96	26	97	100	95	7	0	0.4	100
Cc1ccc(NCc2n[nH]c(=S)n2-c2cccc(Cl)c2)cc1	-40	93	100	20	99	106	94	7	-5	-3.3	99
CCCOc1ccc(NC(=O)CC2Nc3ccccc3NC2=O)cc1 (stereo not given)	25	98	100	-1	99	96	97	11	6	-1.1	101
CC(C)C(OC(=O)c1cc2sccc2n1C)C(=O)NCC1CCCO1 (stereo not given)	.	104	104	7	105	103	106	7	1	0.6	109
Cc1cnc(NC(=O)C2=C(O)c3ccccc3S(=O)(=O)N2C)s1	.	97	94	4	96	97	100	9	0	0.4	100
OCCCC1CCCCN1Cc1nc(Cc2ccccc2Cl)no1 (stereo not given)	21	98	97	3	95	96	99	15	-1	-0.1	102
Clc1ccc(/C=N/N2CCN(Cc3ccccc3Cl)CC2)cc1	.	95	98	-3	98	103	99	10	2	0.9	97
CC1(C)OC(=O)CC1C(=O)NCc1ccccc1 (stereo not given)	.	94	94	-6	95	96	93	5	2	0.4	96
CC(C)CC(=O)Nc1ccc(F)c(Cl)c1	.	99	98	7	99	97	102	14	3	0.5	103
COC(=O)c1c(NC(=O)c2ccco2)sc(C(=O)N2CCCC2)c1C	-12	98	99	6	98	101	99	8	-2	-1.6	101
Cc1onc(-c2ccccc2)c1C(=O)NCCc1c[nH]c2ccccc12	23	99	98	14	100	98	102	14	1	0.1	101
CCOC(=O)CNC(=S)N(CCCN1CCCCC1)Cc1cccs1	0	96	96	6	96	95	97	3	3	1.6	96
CC(NC(=O)CCSCCC(=O)NC(C)c1ccccc1)c1ccccc1 (stereo not given)	4	99	102	18	100	99	102	12	4	1.5	106

(continued)
SMILES	Pf gametocyte	Rac1 mut GTP	Rab2 wt GTP	Mcl1 Noxa PPI	HRas wt GTP	Rab7 wt GTP bind	Cdc42 wt	Avidin bead fluor	ABCG2 block	ABCB1 block	Rac1 wt GTP bind
Cc1cc(C)nc(NC2=NCCN2C(=O)NC2CCCCC2)n1	.	99	99	4	100	100	97	8	47	1.0	101
O=C(Cn1cnc(Cl)c1Cl)c1ccc(F)cc1	-22	96	98	0	97	107	97	10	1	-0.1	98
O=C(Nc1ccccc1)c1sc(Cl)nc1-c1ccccc1	.	100	101	17	101	103	104	13	-4	-0.6	104
O=C(c1ccc(F)cc1)C(C(=O)N1CCCCC1)n1ccccc1=O (stereo not given)	-32	97	99	2	99	104	98	10	3	1.2	100
COc1ccc(NC(=O)CSc2nnc(Cn3c(=O)sc4ccccc43)n2C)cc1OC	.	101	98	-1	98	102	101	25	6	0.6	105
Cc1nnc2sc(SCc3ccc(Br)cc3)nn2c1=O	.	96	98	27	97	105	97	9	1	0.4	99
Cc1ccc(OC(=O)C23CC4CC(CC(C4)C2)C3)c(C)n1	.	99	99	19	98	103	98	111*	3	2.3	105
COc1cc(OC)cc(C(=O)n2cnnc2N)c1	5	98	97	14	100	96	100	5	3	0.3	105
COc1ccc(CN=CC2=C(O)CC(C)(C)CC2=O)cc1	-4	96	95	-6	98	95	100	6	1	0.2	101
CCCCNC(=S)NC1CCCC1	-6	98	103	4	101	104	107	6	-1	0.0	103
COc1ccc(N2CCN(C(=O)c3ccc(N(C)S(=O)(=O)c4ccc(OC)cc4)cc3)CC2)cc1	.	94	96	-12	95	100	94	4	5	-0.2	95
Cc1nc(CSc2nnc(N)s2)cs1	-29	96	95	-3	96	98	100	10	0	-0.1	93
NC(=O)CSc1nnc2ccc(-c3ccc(F)cc3)nn12	-6	95	101	-15	96	102	97	9	2	0.2	99
CCCCc1nc2sc3c(=O)n(N)cnc3c2c2c1CCCC2	8	99	100	2	99	99	105	11	15	0.5	104
CC(C)(C)C(=O)N1CCN(c2nc3ccccc3o2)CC1	-13	97	97	-9	97	92	94	7	2	0.5	98
COC(=O)c1sccc1NC(=S)N1CCCCC1	.	97	98	8	101	99	100	7	3	0.1	104
O=C(Cn1cnc2ccccc2c1=O)NCCC(=O)N1CCN(c2ccccc2)CC1	3	95	95	.	96	93	98	10	10	2.1	93
CC(C)(C)NC(=O)C(c1cccs1)N(CC1CCCO1)C(=O)Cn1nnc(-c2cccs2)n1 (stereo not given)	.	100	104	-11	100	97	100	3	2	2.8	104
Fc1ccccc1/C=N/Nc1nn[nH]n1	.	94	94	19	97	96	96	18	1	0.2	94
CCOC(=O)N/N=C\c1ccc(-c2cc(Cl)ccc2Cl)o1	10	90	91	3	92	96	91	12	33	0.0	93
C=CCn1c(SCC(=O)N2CCc3ccccc3C2)nnc1-c1ccncc1	.	98	99	10	100	101	98	3	4	0.9	101
COc1cccc(OCC(Cn2cnc3ccccc32)OC(C)=O)c1 (stereo not given)	6	95	100	13	99	106	98	9	26	0.5	101
C[N+](C)(C)CCCCCCC(=O)/C=N/O	-51	102	103	18	105	103	101	16	3	0.7	105
COc1ccc2nc(NC(=O)Cn3cnc4c(=O)n(C)c(=O)n(C)c43)sc2c1	-11	99	101	30	101	102	103	4	1	0.5	104
c1ccc(CSc2n[nH]c(-c3ccco3)n2)cc1	-23	89	91	28	92	96	92	8	1	0.1	89
COc1ccc(CCn2c(-c3ccccc3)nc3c(c(=O)c4ccccc4n3C)c2=O)cc1	-11	95	97	-80	97	98	97	2	1	-2.1	101
COc1ccc(S(=O)(=O)NNC(=O)c2cccs2)cc1	-26	?	?	6	?	?	?	13	0	-0.2	?
CC(=O)NNc1nc(-c2ccc(C)cc2)cs1	-27	97	98	12	98	102	97	8	14	1.1	100

Entries listed so far that contain an NH in an aromatic ring (six):
SMILES	Pf gametocyte	Rac1 mut GTP	Rab2 wt GTP	Mcl1 Noxa PPI	HRas wt GTP	Rab7 wt GTP bind	Cdc42 wt	Avidin bead fluor	ABCG2 block	ABCB1 block	Rac1 wt GTP bind
COc1cc(OC)cc(C(=O)NCc2ccc3[nH]c(C)cc3c2)c1	23	96	99	6	101	103	96	22	-1	-0.1	96
O=C(NCc1n[nH]c(=S)n1-c1cccc(C(F)(F)F)c1)c1ccc(S(=O)(=O)N2CCCC2)cc1	3	96	96	26	97	100	95	7	0	0.4	100
Cc1ccc(NCc2n[nH]c(=S)n2-c2cccc(Cl)c2)cc1	-40	93	100	20	99	106	94	7	-5	-3.3	99
Cc1onc(-c2ccccc2)c1C(=O)NCCc1c[nH]c2ccccc12	23	99	98	14	100	98	102	14	1	0.1	101
Fc1ccccc1/C=N/Nc1nn[nH]n1	.	94	94	19	97	96	96	18	1	0.2	94
c1ccc(CSc2n[nH]c(-c3ccco3)n2)cc1	-23	89	91	28	92	96	92	8	1	0.1	89

3 entries from above, with values under each structure.
Order of results – Pf gametocyte	Rac1 mut GTP	Rab2 wt GTP	Mcl1 Noxa PPI	HRas wt GTP	Rab7 wt GTP bind	Cdc42 wt	Avidin bead fluor	ABCG2 block	ABCB1 block	Rac1 wt GTP bind
- NC(=O)CSc1nnc2ccc(-c3ccc(F)cc3)nn12
    -6	95	101	-15	96	102	97	9	2	0.2	99
- CCCCc1nc2sc3c(=O)n(N)cnc3c2c2c1CCCC2
    8	99	100	2	99	99	105	11	15	0.5	104
- CC(C)(C)C(=O)N1CCN(c2nc3ccccc3o2)CC1
    -13	97	97	-9	97	92	94	7	2	0.5	98
